GLP1R ag: activates the human GLP-1 receptor | P43220 | HEK293 GLP-1R CRE-luciferase, luminescence, 4-6 h; cells express a hypersensitive GLP-1R form | Potency, µM (top dose mostly 45.6 µM), for the others: top-dose activation, most hits filed as activators | 380,000 tested, 0.007% active | AID 624172; note: potency is the fitted concentration of half-maximal effect; % of control where 0% means no effect
Target sequence (P43220 whole entry, looked up): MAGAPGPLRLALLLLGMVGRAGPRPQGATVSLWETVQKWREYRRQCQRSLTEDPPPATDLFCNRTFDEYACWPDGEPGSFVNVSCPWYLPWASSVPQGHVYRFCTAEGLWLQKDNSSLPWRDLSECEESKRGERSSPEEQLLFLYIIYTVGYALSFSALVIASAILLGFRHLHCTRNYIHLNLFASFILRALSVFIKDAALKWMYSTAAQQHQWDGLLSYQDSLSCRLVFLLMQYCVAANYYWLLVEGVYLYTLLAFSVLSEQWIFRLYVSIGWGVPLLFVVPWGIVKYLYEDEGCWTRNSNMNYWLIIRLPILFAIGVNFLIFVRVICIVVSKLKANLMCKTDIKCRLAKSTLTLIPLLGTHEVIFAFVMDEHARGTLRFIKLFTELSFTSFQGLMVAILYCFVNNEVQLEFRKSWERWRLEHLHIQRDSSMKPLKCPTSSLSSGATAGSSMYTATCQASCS
HT1080 IDH1KD tx: HT-1080 IDH1 knockdown cell toxicity (counter line) | HT-1080 IDH1 knockdown viability, ATP luminescence, 48 h | Potency, µM (top dose mostly 46.1 µM), without a hit: at the top dose activity, negative = toxicity, hits mostly cytotoxic | 360,000 tested, 2% active | AID 686971;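 note: potency is the fitted concentration of half-maximal effect; 0% = DMSO wells and -100% = cell-free medium wells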
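In this qHTS, HT-1080 cells depleted of IDH1 are exposed for 48 h at 37 °C to compound titrations. Toxicity is scored from CellTiter-Glo luminescence, with DMSO as full viability and medium alone as none.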
KB-V1 cytotox: KB-V1 MDR subline cytotoxicity; 400,000 tested, 3.4% active; KB-V1 MDR cells viability, CellTiter-Glo, 72 h; AID 1347076; Potency, µM (titrated, usually from 46.1 µM), inactives show at the top dose activity change, negative = cytotoxicity, hits mostly cytotoxic; note: potency is the fitted concentration of half-maximal effect; % is set by controls: 0 for no effect and ±100 for the full control effect; nearly all actives have a fitted effect of over 60% in size
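Cytotoxicity via CellTiter-Glo luminescence after 72 h compound exposure at 37 degrees C. Cells: drug-selected KB-V1 line, DMEM phenol-red free plus 10% FBS. Compounds tested at multiple concentrations; normalized data fitted to concentration-effect curves.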
DRD3 antagonist: D3 dopamine receptor (human) antagonism. D3R cells, DiscoveRx beta-arrestin luminescence, antagonist mode; active compounds read low. 360,000 tested, 2.5% active. max response, negative = inhibition, %; in the data active = max response below about -50%; inconclusive = no clear call, values can overlap the other calls; note: % is set by controls: 0 for no effect and ±100 for the full control effect; mostly tested at two doses, the higher about 12 µM
Target sequence (P35462 whole entry, looked up): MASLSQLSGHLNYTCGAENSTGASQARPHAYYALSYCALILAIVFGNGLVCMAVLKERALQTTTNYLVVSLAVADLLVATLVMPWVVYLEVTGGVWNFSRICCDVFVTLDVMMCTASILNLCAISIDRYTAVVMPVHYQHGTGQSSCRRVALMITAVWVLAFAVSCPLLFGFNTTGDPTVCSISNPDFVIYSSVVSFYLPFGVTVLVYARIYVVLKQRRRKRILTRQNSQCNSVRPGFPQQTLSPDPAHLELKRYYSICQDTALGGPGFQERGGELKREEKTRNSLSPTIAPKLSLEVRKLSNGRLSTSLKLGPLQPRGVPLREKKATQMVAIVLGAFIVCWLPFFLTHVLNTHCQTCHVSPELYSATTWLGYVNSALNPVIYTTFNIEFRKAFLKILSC
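Cells expressing the human receptor were seeded at 1500 cells/well, incubated overnight at 37 degrees C in 5% CO2, then exposed to library compounds with dopamine controls for 90 minutes at 37 degrees C before luminescent detection.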
IL1B secr inh: inhibitors of inflammasome signaling (IL-1 beta secretion); activity change, % at 57.5 µM; THP-1 LPS/ATP IL-1B secretion, AlphaLISA, 16 h; active compounds read low; 360,000 tested, 4.7% active; in the data active = activity change below about -50%; inconclusive = mostly about -30% to -49%; note: % is set by controls: 0 for no effect and ±100 for the full control effect
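Secreted IL-1B measured by AlphaLISA bead assay after 16 h compound exposure of THP-1 cells; compounds (final up to 57.5 uM) added 1 h before LPS (250 ng/mL) and ATP (1.25 mM) stimulation; lower signal means less secretion.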
DRD3 agonist: activates the human D3 dopamine receptor; P35462; max activation, %; D3R DiscoveRx beta-arrestin cells, luminescence, 90 min; 410,000 tested, 0.58% active; in the data active = max activation above about 30%; note: 0% is about no effect; mostly tested at two doses, the higher about 12 µM
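Agonist mode: compounds and dopamine controls were applied to plated cells for 90 min at 37 degrees C after an overnight attachment at 1500 cells/well. Luminescent read-out followed 30 - 60 minutes at room temperature with DiscoveRx detection reagent.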
HT1080NT lethal: kills 2HG-producing HT-1080-NT fibrosarcoma cells. 360,000 tested, 1.6% active. Potency, µM (doses to about 46.1 µM), for inactives: at the top dose activity, negative = less viability, usual class: cytotoxic. AID 686970. HT-1080-NT fibrosarcoma viability, CellTiter-Glo ATP luminescence, 48 h;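 note: NT is the 2HG producing partner of a matched IDH1 knockdown line; potency is the fitted concentration of half-maximal effect; 0% = DMSO-treated cells and -100% = media-only wells without cells; nearly all actives have a fitted effect of over 55% in size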
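Toxicity toward the 2HG-producing NT line was scored as %Activity, normalised to DMSO and no-cell wells, from CellTiter-Glo luminescence after 48 hours' treatment.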
KB-3-1 tox: kills parental KB-3-1 adenocarcinoma cells | KB-3-1 viability, CellTiter-Glo ATP luminescence, 72 h | Potency, µM (highest dose often 46.1 µM), for inactives: at the highest dose activity change, negative = cytotoxic, usual class: cytotoxic | 400,000 tested, 1.4% active | AID 1347075; note: potency is the fitted concentration of half-maximal effect; % is set by controls: 0 for no effect and ±100 for the full control effect; nearly all actives have a fitted effect of over 60% in size
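Cytotoxicity in the drug-sensitive parental line KB-3-1 was scored as loss of CellTiter-Glo luminescence following 72 h incubation with compound. Values come from curve fitting of normalized concentration-response data.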
SW480 rereplic: DNA re-replication induction in SW480 cells. AID 624297. 340,000 tested, 1.8% active. SW480 DNA re-replication, Hoechst DNA content imaging, 48 h. Potency, µM (doses to about 46.1 µM), for inactives: top-dose re-replication activation, hits mostly activators; note: potency is the fitted concentration of half-maximal effect; % of control where 0% means no effect; nearly all actives have a fitted effect of over 55% in size
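Compounds, transferred as 23 nL by pin tool, were incubated with cells for 48 hr; DNA content per nucleus was then quantified by Hoechst staining and fluorescence plate imaging.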
* hit, by the source's call; ? = inconclusive; . = no result given; & = joins results of further samples; [ ] = remark or other dose. Unless noted, calls come from the whole dose curve; as a rule, active = well fitted curve in the direction sought with a large enough effect; inconclusive = small, poorly fitted or top-dose-only effect, or another doubt; inactive = no such curve, though single readings can be large; an effect the other way counts as inactive or inconclusive.

SMILES | GLP1R ag | HT1080 IDH1KD tx | KB-V1 cytotox | DRD3 antagonist | IL1B secr inh | DRD3 agonist | HT1080NT lethal | KB-3-1 tox | SW480 rereplic
O=C(Nc1ccccc1O)c1c(O)c2c([nH]c1=O)CCCC2 | 2.5% | ? | -28.0% | -23.1 | -67.6* | -5.9 | ? | -14.4% | 16.4µM*
CC(=O)Nc1ccc(NC(=O)CCSCCc2ccccn2)cc1 | 7.3% | -6.4% | -15.8%&-16.6% | 4.7 | 11.7 | 5.2&8.3 | -4.5% | ? | -11.4%
Fc1cccc(CSc2ccc3nnc(-c4cccnc4)n3n2)c1 | 5.5% | -3.0% | ? | 6.5 | 17.0 | -4.3 | -0.8% | 3.4% | -6.8%
Cc1cccc(-n2c(O)cnc2Nc2nc(C)cc(C)n2)c1 | 2.2% | 3.7% | 0.0% | -3.2 | 2.1 | -3.9 | -2.2% | -2.1% | -0.4%
CC(=O)Nc1cccc(NC(=O)CSc2ncc(C(=O)Nc3ccc(F)cc3)c(=O)n2C)c1 | 4.7% | ? | 9.5% | 2.2 | -99.9* | 1.4 | ? | -0.8% | -8.2%
CCc1cc(-c2n[nH]c(=S)n2-c2cccc(C)c2)cs1 | 10.4% | -6.4% | -23.9% | 24.8 | 11.8 | -13.4 | -27.4% | -0.8% | -3.3%
O=S1(=O)N[C@@H](Cc2ccccc2)COc2cc(N3CCN(Cc4ccccc4F)CC3)ccc21 | 1.8% | 3.3% | -6.0% | -2.2 | -13.4 | -3.0 | -3.3% | -27.1% | .
CSCCC(NC(=O)c1ccccc1)C(=O)NCc1ccco1 (stereo not given) | -0.1% | ? | ? | 2.1 | -2.6 | 2.6 | 3.3% | 3.8% | -0.6%
O=C(NCc1ccccc1)C(c1cccc2ccccc12)n1c(=O)c(-c2ccccc2)nc2ccccc21 (stereo not given) | . | -1.7% | -13.1% | 9.4 | -4.0 | 6.6 | -19.1% | -19.5% | .
CCCOC(=O)Nc1ccccc1C(N)=O | -1.9% | 17.8% | ? | 15.0 | 5.5 | 0.4 | 12.5% | 19.1% | -11.0%
Cc1ccc(N=Cc2c(O)cc(C)oc2=O)c(C)c1 | 0.0% | 3.2% | 7.4% | 7.5 | 5.8 | -3.1 | 5.0% | 0.0% | -64.2%[inhibitor]
FC(F)(F)c1ccc(Oc2ccccc2Cl)nc1 | 2.3% | -5.6% | ? | 0.0 | 5.1 | 0.3 | -2.2% | -3.7% | -1.0%
CN1C(=O)C(O)(C2COC(C)(C)CC2=O)c2cc(Br)ccc21 (stereo not given) | -3.3% | ? | ? | ? | 56.7 | -14.7 | ? | 20.6µM* | ?
COc1ccc(OC)c(N2C(=O)[C@@H]3C(c4ccccc4Cl)=NO[C@@H]3C2=O)c1 | -35.8%[inhibitor] | 24.7% | 23.7% | 8.5 | 30.8 | 4.1 | 13.6% | 12.0% | -0.7%
O=C(c1ccc2c(=O)n3c(nc2c1)CCC3)N1CCN(S(=O)(=O)c2cccc(F)c2)CC1 | -0.1% | -6.6% | 11.7% | 0.8 | 22.7 | -4.0 | 4.3% | -6.0% | -64.9%[inhibitor]
CCCC1OC23CCCCC2C(C#N)(C(=N)O3)C1(C#N)C#N (stereo not given) | 6.4% | 2.2% | 9.2% | -26.9 | ? | 6.9 | 8.5% | 6.1% | -10.0%
O=C(OCc1nnc(-c2ccccc2)o1)c1ccc2c(c1)OCO2 | 19.1% | 0.9% | 14.9% | 13.6 | 13.8 | 6.1 | -5.8% | 11.2% | 0.0%[9.22 µM]
CC(=O)Nc1ncc(Cc2cccc(Cl)c2Cl)s1 | 8.1% | -20.1% | -6.9% | 8.3 | 10.0 | 2.1 | ? | -17.4% | 3.4%
Cc1ccc(CNC(=O)CCS(=O)(=O)c2ccc(Br)s2)o1 | -6.7% | -24.3% | 6.6% | 13.4 | -6.1 | -25.8 | 9.5% | 5.6% | -15.2%
Cc1ccc(C2C(C#N)=C(N)Oc3c2oc(CO)cc3=O)o1 (stereo not given) | -9.8% | -3.7% | 2.3% | 10.8 | -5.9 | -1.1 | 0.4% | ? | -2.0%
O=C(c1ccc2c(c1)OCO2)C1CCCN(Cc2ccc(OC(F)F)cc2)C1 (stereo not given) | 11.4% | -8.6% | ? | -76.3* | -5.1 | -3.2 | -19.7% | -15.7% | -12.5%
c1ccc(-c2csc3ncnc(NCCN4CCOCC4)c23)cc1 | -2.9% | ? | ? | 0.4 | -10.5 | -7.6 | ? | -27.7% | -0.3%
CC(=O)c1ccc(NC(=S)N2c3ccccc3CC2C)cc1 (stereo not given) | 8.1% | 1.2% | ? | 9.4 | 6.8 | 0.8 | -1.0% | 1.8% | -16.3%
CCOC(=O)C1=C(O)C(=O)N(c2ccccc2)C1c1cccc([N+](=O)[O-])c1 (stereo not given) | -4.1% | 0.6% | 12.2% | -0.5 | -10.0 | 2.0 | -4.5% | 0.0% | 0.5%
CC1=CC(C)(C)N2C(=O)C3(C(C#N)=C(N)Oc4cc(C)oc(=O)c43)c3cc(C)cc1c32 (stereo not given) | 7.9% | -10.1% | -9.4% | ? | 0.0 | -8.0 | -11.9% | ? | 0.8%
COC(=O)[C@]1(Cc2ccccc2)N[C@H](CN(C)C(=O)Nc2ccc(F)cc2)[C@@H]2C(=O)N(Cc3ccccc3)C(=O)[C@@H]21 | 0.4% | -19.4% | -4.7% | 0.2 | -19.8 | -26.6 | -17.5% | 1.9% | ?
CCOC(=O)c1cnc2nc(NCc3ccc(OCc4ccccc4)cc3)[nH]n2c1=O | -9.6% | -2.5% | 20.2% | 19.8 | 4.1 | 12.6 | 4.5% | -6.2% | -3.0%
COc1cc(CSc2nnnn2-c2ccc(C)cc2)cc(OC)c1OC | 17.7% | -0.2% | 2.06µM* | 18.6 | -76.7* | 13.3 | ? | 10.3µM* | 6.0%
COc1ccc(NC(=O)C2CC(=O)NC(Nc3cccc(C)c3)=N2)cc1 (stereo not given) | -6.1% | 8.6% | 26.0% | -0.5 | 26.2 | 5.4 | 10.1% | 22.4% | 2.4%
Cc1cc(C)c(S(=O)(=O)c2cc(F)ccc2C)c(=O)[nH]1 | 6.4% | 12.7% | 6.5% | 5.3 | -0.5 | 1.3 | 6.8% | -3.4% | -15.0%
COc1ccc(N(CC(O)Cn2c(C)nc3ccccc32)S(=O)(=O)c2ccccc2)cc1 (stereo not given) | 9.0% | 0.6% | ? | 15.2 | 25.8 | 0.6 | -4.1% | -13.0% | 25.7%
CCc1ccccc1NC(=O)c1ccc(CN2CCC(Cc3ccccc3)CC2)cc1 | -2.5% | ? | -1.7% | ? | -79.5* | -15.3 | 20.6µM* | ? | ?
Cc1cc(Oc2ccc(-c3ccccc3)cc2)nc(N2CCOCC2)n1 | 1.8% | 8.5% | -11.3% | 22.1 | 19.4 | 7.6 | 3.8% | 0.8% | -0.2%
COc1ccc(N2CCN(Cc3oc(CO)cc(=O)c3O)CC2)cc1 | -11.3% | -0.2% | 1.2% | 9.1 | 9.3 | -0.4 | 7.0% | -5.9% | -0.4%
CC(C)CC1NC(=O)c2cccnc2-n2c1nc1ccccc1c2=O (stereo not given) | -1.1% | 1.8% | 0.0% | -24.0 | 4.1 | -2.7 | -3.7% | -5.0% | .
COc1ccc(/C=C/C(=O)NCCOc2ccc(C)cc2)cc1 | 0.1% | 5.5% | 5.2% | 14.2 | -16.6 | 3.5 | 19.9% | 16.5% | -1.5%
O=C(Nc1ccc(S(=O)(=O)NCc2ccco2)cc1)c1ccc(F)cc1 | 25.5% | -4.7% | 0.0% | -1.2 | 14.5 | 8.0 | -11.6% | ? | ?
Cc1onc(-c2ccccc2)c1-c1nnc(COC(=O)c2ccc(O)cc2)o1 | 15.1% | -7.2% | -9.6% | -1.9 | 31.9 | -2.1 | -22.2% | 4.9% | -29.6%
Cc1cc(C)n2cc(CSc3ccc(Br)cc3)nc2n1 | 1.4% | -16.0% | -13.0% | ? | -0.9 | -1.0 | 2.6% | 1.2% | -3.0%
CCn1cc(C(=O)O)c(=O)c2cc(F)c(N3CCN(C(=S)NC(=O)c4cccc(C)c4)CC3)cc21 | 1.7% | 22.7% | 7.1% | 10.1 | 24.7 | 5.6 | 21.4% | 10.6% | 27.9%

2 records picked at random from those above, as already listed:
SMILES | GLP1R ag | HT1080 IDH1KD tx | KB-V1 cytotox | DRD3 antagonist | IL1B secr inh | DRD3 agonist | HT1080NT lethal | KB-3-1 tox | SW480 rereplic
COc1ccc(NC(=O)C2CC(=O)NC(Nc3cccc(C)c3)=N2)cc1 (stereo not given) | -6.1% | 8.6% | 26.0% | -0.5 | 26.2 | 5.4 | 10.1% | 22.4% | 2.4%
c1ccc(-c2csc3ncnc(NCCN4CCOCC4)c23)cc1 | -2.9% | ? | ? | 0.4 | -10.5 | -7.6 | ? | -27.7% | -0.3%

Following part
SMILES | GLP1R ag | HT1080 IDH1KD tx | KB-V1 cytotox | DRD3 antagonist | IL1B secr inh | DRD3 agonist | HT1080NT lethal | KB-3-1 tox | SW480 rereplic
CCCCC(NC(C)=O)c1nc2ccccc2n1CCCC (stereo not given) | -9.7% | 15.4% | -15.5% | -15.0 | -17.5 | -4.3 | 15.4% | -24.4% | -8.3%
COc1ccccc1NS(=O)(=O)c1ccc(O)c(C(=O)OCC(=O)Nc2ccccc2F)c1 | -2.6% | 8.5% | -13.4% | -19.4 | 37.6 | 6.7 | -1.9% | -4.2% | 0.3%
CC(=O)c1c(C)nn(-c2ccccc2)c1C | 10.5% | -0.9% | 6.2% | 4.1 | . | 2.8 | 2.1% | -0.5% | -8.3%
COc1cc(C(=O)NC(=S)Nc2ccc(Cl)cn2)cc(OC)c1OC | -2.5% | -4.5% | ? | -0.3 | 110.4 | -14.3 | -7.5% | 12.3% | 18.4µM*
COc1ccc(-c2nnc(SCc3nnc(-c4ccccc4)o3)n2C)cc1OC | 1.2% | -0.3% | -1.1% | 26.3 | -10.1 | 0.5 | 13.4% | -6.0% | -5.6%
COc1cc(OC)c(OC)cc1/C=C1/C(=O)N=C(N)N1C | 0.3% | 0.8% | 5.2% | -4.2 | -7.0 | -0.8 | 6.2% | -0.1% | -71.0%[inhibitor]

Source: PubChem BioAssay (National Center for Advancing Translational Sciences (NCATS))

Not a hit list; about 12% have a hit in one of these screens.
